Screening data as filed in PubChem.
RAD52 inh – inhibitors of human RAD52 DNA annealing; recombinant RAD52 DNA annealing, FRET fluorescence; inhibition, % at 18.7 µM; actives 0.46% (n = 360,000); P43351;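 active means every replicate showing at least 50% inhibition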
RAD54 branch – inhibitors of human RAD54 branch migration; AID 602329; actives 0.14% (n = 360,000); RAD54 Holliday junction branch migration, FAM/BHQ fluorescence; Q92698; inhibition, % at 10.4 µM;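 active means mean normalized replicate activity at least 40 and at least half of replicates scoring 40 or more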;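 further: 0% = median of neutral control wells and 100% = median of positive control wells; inhibitors cause a drop in the FAM fluorescence signal; in these data hits start at about 50%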
Target sequence (Q92698 whole entry, looked up): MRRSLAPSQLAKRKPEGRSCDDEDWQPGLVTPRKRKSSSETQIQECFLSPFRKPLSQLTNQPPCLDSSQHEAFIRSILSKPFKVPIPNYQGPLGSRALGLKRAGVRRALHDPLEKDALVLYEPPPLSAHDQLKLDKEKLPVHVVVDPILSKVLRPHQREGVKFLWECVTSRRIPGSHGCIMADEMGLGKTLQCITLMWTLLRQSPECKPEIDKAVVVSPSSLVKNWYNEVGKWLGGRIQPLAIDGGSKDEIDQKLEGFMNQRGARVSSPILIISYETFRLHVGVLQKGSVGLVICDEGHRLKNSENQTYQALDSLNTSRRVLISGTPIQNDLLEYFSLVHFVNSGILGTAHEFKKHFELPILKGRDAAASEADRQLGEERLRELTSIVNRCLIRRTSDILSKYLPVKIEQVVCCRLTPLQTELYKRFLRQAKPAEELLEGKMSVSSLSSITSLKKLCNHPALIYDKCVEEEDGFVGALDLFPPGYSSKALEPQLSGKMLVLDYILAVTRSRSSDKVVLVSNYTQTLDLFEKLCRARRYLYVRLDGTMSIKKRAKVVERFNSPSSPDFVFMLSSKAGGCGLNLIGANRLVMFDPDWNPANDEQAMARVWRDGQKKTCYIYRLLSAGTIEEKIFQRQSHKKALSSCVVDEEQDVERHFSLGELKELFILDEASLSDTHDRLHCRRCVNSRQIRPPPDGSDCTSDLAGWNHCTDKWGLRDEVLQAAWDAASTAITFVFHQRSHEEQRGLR
XiGFP reactiv – X-chromosome reactivation activator | XiGFP mouse fibroblasts, % GFP-positive cells imaging, 3 d; cells co-treated with 5-aza-dC sensitizer; scaled so ellipticine positive control = 100% | activation, % at 7.58 µM | actives 0.055% (n = 360,000) | AID 743238;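 active means mean normalized replicate activation at least 10% and every replicate at or above 10%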;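 further: 0% = median of on-plate neutral control wells and 100% = ellipticine 6 µM median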
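System: 68-5-11 XiGFP fibroblast line | Buffer or medium: DMEM containing 5-aza-dC | Compound: Single point | Times: Compounds 3 days, fix/stain 15 min at room temperature | Benchmarks: Positive control ellipticine, 6 µM final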
esBAF inh – blocks esBAF chromatin remodeling in mouse ES cells. Bmi1-luciferase knock-in reporter, 24 h; 100% = twice the neutral-well signal. reporter increase, % at 12.5 µM. actives 2% (n = 350,000). AID 602393; in the data active means activation above about 40%;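 further: 0% = median of the plate's neutral control wells and 100% = double that signal; a rise in the Bmi1 reporter signal indicates esBAF inhibition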
S100A4 inh HTS – S100A4-myosin IIA interaction inhibition | P26447 | S100A4/TAMRA-MyoIIA peptide fluorescence polarization | inhibition, % at 10.7 µM | actives 0.14% (n = 360,000);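 active means mean inhibition of at least 70% across replicates, with every replicate also reaching that level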
Target sequence (P26447 whole entry, looked up): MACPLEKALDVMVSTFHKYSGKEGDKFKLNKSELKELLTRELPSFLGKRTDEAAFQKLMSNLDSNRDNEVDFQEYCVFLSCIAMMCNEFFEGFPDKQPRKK
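Material: human S100A4 monomer with TAMRA-labelled myosin IIA peptide; buffer or medium: HEPES pH 7.2 with CaCl2, KCl, NaCl, DTT, Triton; compound dosing: one concentration per compound; schedule: 5 min incubation before reading; benchmarks: neutral control DMSO, positive control TFP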
FN deposit inh – fibronectin deposition inhibition; actives 0.086% (n = 350,000); AH1F fibroblasts, Alexa488-fibronectin deposition fluorescence, overnight; inhibition, % at 12.6 µM;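 active means mean inhibition across replicates of 30% or more, regardless of how many single replicates reach that level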;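 further: positive control wells lacked labelled fibronectin entirely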
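Assay system: AH1F fibroblast monolayer, labelled fibronectin deposition. Amount: 10000 cells per well. Also added: labelled fibronectin 24 nM. Compound: single-point pinned compound. Incubation: cell attachment 1 h, compound and FN exposure overnight. Detection: fluorescence after three HBSS washes, excitation 485 nm, emission 525 nm. Read-out: inhibition of fibronectin deposition signal.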
E-selectin induc – E-selectin induction on HUVECs. HUVEC E-selectin immunofluorescence imaging; normalized: neutral wells 0, TNF-alpha wells 100. AID 686992. actives 0.37% (n = 260,000). P16581. activation, % at 7.58 µM;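 active means mean E-selectin-positive cell signal at least 10% of the positive control, reached in at least 60% of replicates, without over 20% cell loss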;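 further: in these data hits start at about 27%; measured in HUVEC primary endothelial cells; signal is the percent of cells scored E-selectin positive by PE staining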
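Test system: HUVEC | Signal: Immunofluorescence imaging | Read-out: Percent E-selectin-positive cells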
EWS-Fli inh – inhibitors of EWS/Fli oncoprotein transcriptional activity. A673 NR0B1-luciferase reporter, viability-normalised. inhibition, % at 12.6 µM. actives 0.67% (n = 350,000). AID 651661;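 active means mean inhibition of at least 50% after viability correction, with every replicate also passing that limit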;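 further: firefly luciferase signal divided by Alamar Blue viability fluorescence both relative to DMSO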
* hit, by the source's call; x = not tested or not shown. This is a random part of the collection; any-hit rate near 3%.

Under each structure – RAD52 inh, RAD54 branch, XiGFP reactiv, esBAF inh, S100A4 inh HTS, FN deposit inh, E-selectin induc, EWS-Fli inh
Cc1ccc2nc(-c3ccc(C#N)cc3)c(Cc3ccccc3)n2c1
 : -88, x, -0.1, x, -6, -18, 0.1, -56
Cn1ncc(Cl)c1C(=O)N1CCN(S(=O)(=O)c2ccc(Cl)s2)CC1
 : 1, -4, 0.1, -10, -5, 2, -3.8, 0
COCCN(C(=O)c1csnn1)C(C(=O)NC1CCCC1)c1ccccc1F (stereo unspecified)
 : 2, x, 0.0, 7, -3, -14, x, 1
COc1cc([N+](=O)[O-])cc(CN2CCCCC2)c1O
 : -12, x, x, -5, 1, x, x, -63
O=S(=O)(Nc1cccc(-c2ccc(N3CCCCCC3)nn2)c1)c1cccc(F)c1
 : -57, -2, 0.1, 66*, 2, -2, -0.4, -83
C#CC(C)OCC1CNC(=S)O1 (stereo unspecified)
 : -8, -5, 0.1, -3, -4, -1, 1.3, -3
O=C(O)/C=C/S(=O)(=O)c1ccc2ccccc2c1
 : -4, 3, 3.8, x, 0, -6, 0.1, 12
Cc1c(N2C(=O)CSC2c2ccc(F)cc2)c(=O)n(-c2ccccc2)n1C (stereo unspecified)
 : -4, x, 0.0, x, -4, 1, x, 4
CCOc1ccc(CNc2nc3ccccc3n2C)cc1
 : -3, 9, 0.0, 15, -6, 10, x, -102
CCOC(=O)CC1(NC(=O)C2CCC(=O)N(CCc3ccc(OC)cc3)C2)CCCCC1 (stereo unspecified)
 : 9, -7, 0.0, 10, 0, 11, x, -13

Part of the list above in another layout.
compound	RAD52 inh	RAD54 branch	XiGFP reactiv	esBAF inh	S100A4 inh HTS	FN deposit inh	E-selectin induc	EWS-Fli inh
Cc1ccc2nc(-c3ccc(C#N)cc3)c(Cc3ccccc3)n2c1	-88	x	-0.1	x	-6	-18	0.1	-56
CCOc1ccc(CNc2nc3ccccc3n2C)cc1	-3	9	0.0	15	-6	10	x	-102

Following part
Under each structure – RAD52 inh, RAD54 branch, XiGFP reactiv, esBAF inh, S100A4 inh HTS, FN deposit inh, E-selectin induc, EWS-Fli inh
O=C(NC1CCCCC1)C(c1ccco1)N(CCc1ccccc1)C(=O)C(F)(F)F (stereo unspecified)
 : x, -16, x, 5, x, 1, -2.2, x
COC(=O)c1sc(S(=O)(=O)N2CCCCC2C(=O)O)c(C(=O)OC)c1C (stereo unspecified)
 : -19, 2, x, -5, 10, x, x, x
O=C(NCc1ccccc1)C1c2ccccc2OCC(=O)N1CCc1c[nH]c2ccccc12 (stereo unspecified)
 : -8, x, -0.1, x, 0, 1, x, -3
C[C@@H]1CN([C@@H](C)CO)C(=O)c2cccc(NC(=O)Nc3ccc4c(c3)OCO4)c2O[C@@H]1CN(C)C(=O)Nc1ccccc1
 : x, -2, -1.2, 5, x, x, -0.3, 5
COC(=O)Cc1ccc(NC(=S)NCCSc2ccc(Cl)cc2)cc1
 : -6, x, 0.4, x, -11, 0, 3.5, -2
O=C(CSC1=NCCS1)c1ccc(Cl)cc1
 : -8, x, -0.2, x, 2, -4, 1.9, 5
Cc1cccc(C)c1OCc1cc(C(=O)N2CC3C[C@@H]4CC2C[C@H](C3)C4)no1
 : -17, 6, 0.2, 82*, -4, 1, -0.9, -81
CC1CCCCc2nc3c(c(=O)n21)CCCC3 (stereo unspecified)
 : -17, x, 0.0, x, 5, 0, 1.2, -2
C[C@H](CO)N1C[C@H](C)[C@H](CN(C)Cc2cccc3c2OCCCO3)OCc2ccccc2-c2c(n(C)c3ccccc23)C1=O
 : 12, x, 0.6, x, 0, -13, 1.3, 2
Cc1cccc(C)c1NC(=O)CN1N=NC2C(=O)N(c3cccc(Cl)c3)C(=O)C21 (stereo unspecified)
 : -17, -7, 0.0, x, 9, -1, x, -6
CSc1nnc(C2CCCN(CC(=O)Nc3ccccc3N3CCOCC3)C2)n1C(C)C (stereo unspecified)
 : -3, -2, 0.0, 4, -2, 3, x, 6
O=S(=O)(N/N=C1\CCCc2ccccc21)c1ccccc1
 : -8, -8, -0.4, -5, 5, -3, x, 12
CSc1nnc(N2C(=O)C(O)=C(C(=O)c3ccco3)C2c2ccccc2)s1 (stereo unspecified)
 : -114, -11, 0.1, 27, 1, -2, x, -10
CO[C@@H]1CN(C)C(=O)c2ccc(NC(C)=O)cc2OC[C@@H](C)N(CCc2ccccc2)C[C@H]1C
 : 10, -4, 0.4, 8, -4, 3, -0.1, -6
Cc1cc(Cl)cc(Cl)c1CNc1c([N+](=O)[O-])c(=O)oc2ccccc12
 : -12, x, 0.4, x, -3, 5, -0.7, -24
CCCCn1c(SCC(=O)N(C)C)nnc1-c1ccncc1
 : -8, -1, 0.0, -2, 2, -2, 5.4, -5
CCCCN1C(=O)C(=O)NC[C@@H]1C(C)O (stereo partly specified)
 : -6, -9, 0.1, 3, -2, 3, -0.1, -10
C[C@H](CO)N1C[C@H](C)[C@H](CN(C)Cc2ccc(C(=O)O)cc2)Oc2ccc(NS(=O)(=O)c3cccs3)cc2CC1=O
 : -19, -1, 0.0, 1, -16, x, x, -13
COc1cc(NC(=S)NC(=O)c2cccs2)ccc1NC(=O)C(C)C
 : -5, 8, 0.1, 21, -6, -7, 14, -10
O=C(N[C@H]1CC[C@H](CCNS(=O)(=O)c2cccc(Cl)c2)O[C@H]1CO)c1ccncc1
 : -8, -7, 0.1, -1, 7, -15, -0.3, -5

Three compounds out of the list, ordered by molar mass, falling:
Under each structure – RAD52 inh, RAD54 branch, XiGFP reactiv, esBAF inh, S100A4 inh HTS, FN deposit inh, E-selectin induc, EWS-Fli inh
C[C@H](CO)N1C[C@H](C)[C@H](CN(C)Cc2ccc(C(=O)O)cc2)Oc2ccc(NS(=O)(=O)c3cccs3)cc2CC1=O
 : -19, -1, 0.0, 1, -16, x, x, -13
COc1cc(NC(=S)NC(=O)c2cccs2)ccc1NC(=O)C(C)C
 : -5, 8, 0.1, 21, -6, -7, 14, -10
O=S(=O)(N/N=C1\CCCc2ccccc21)c1ccccc1
 : -8, -8, -0.4, -5, 5, -3, x, 12

Going on with the list.
Under each structure – RAD52 inh, RAD54 branch, XiGFP reactiv, esBAF inh, S100A4 inh HTS, FN deposit inh, E-selectin induc, EWS-Fli inh
Cc1ccc(S(=O)(=O)N2CCOCC2)cc1NC(=O)CSc1nnc2n1CCCCC2
 : -13, 15, 0.1, -4, -3, -16, x, -10
C[C@H]1CN([C@@H](C)CO)C(=O)c2cccc(NC(=O)c3nc4ccccc4s3)c2O[C@H]1CN(C)Cc1ccncc1
 : 4, 7, 0.2, -3, -7, x, x, -8
CCOC(=O)[C@]12CCCC=C1N(Cc1ccco1)C(=O)[C@H](CC(=O)NCCCCc1ccccc1)C2
 : -26, x, 0.2, x, -7, -8, x, 11
CCC(=O)Nc1ccc2nn(-c3ccc(F)cc3)nc2c1
 : -5, -12, 0.1, -6, -2, -8, 0.0, -18
COC(=O)c1ccccc1-c1cn(C)c2ccccc2c1=O
 : -4, -2, 0.0, -7, -5, 2, 0.3, -5
C/C(Cn1nnc([N+](=O)[O-])n1)=N\NC(=O)c1ccccc1O
 : -3, -1, -0.6, 8, 29, -1, x, 25
COc1ccc(/C=C/C(=O)NCCc2c[nH]c3ccccc23)cc1OC
 : -12, -5, 0.1, 2, -1, 3, x, 25
O=C(C1CCCC1)N1C[C@H]2[C@@H](c3ccccc31)[C@@H](CO)N2C(=O)c1ccccc1
 : -1, 2, 0.0, -2, 5, 3, -0.1, -4
CC1=C(C(=O)N2CCOCC2)CC(CC(=O)NCCCCc2ccccc2)C(=O)N1Cc1ccc(F)cc1 (stereo unspecified)
 : -10, 1, 0.0, -4, 0, -10, 3.4, 11
CCn1c(CC(=O)Nc2ccccc2)nnc1SCC(=O)NC1CCCC1
 : 1, -12, 0.0, 9, 2, -3, x, 3
CN1CCN(C(=O)C[C@H]2C[C@H]3c4cc(NC(=O)Nc5ccccc5F)ccc4O[C@H]3[C@H](CO)O2)CC1
 : x, -6, 0.0, 2, x, -16, -0.4, -9
CCn1c(C)[n+](CC)c2ccc(C(=O)N(C)c3ccccc3)cc21
 : -3, x, 0.0, x, -2, x, x, 5
O=C(C[C@H]1C=C[C@H](NC(=O)c2ccncc2)[C@H](CO)O1)Nc1ccccc1
 : 6, x, -0.4, x, -93, -6, 0.2, -4
C[C@@H]1CCCCO[C@@H](CN(C)C(=O)Nc2ccccc2)[C@@H](C)CN([C@@H](C)CO)C(=O)c2cc(NS(=O)(=O)c3ccc(F)cc3)ccc2O1
 : -5, x, 0.0, x, -2, 1, -0.4, x
O=C(COC(=O)COc1ccc(Br)cc1)Nc1ccc2c(c1)OCCO2
 : -7, -1, 0.1, -3, 15, 7, x, -2
Cc1cccc2[nH]c(CN(C)C(=O)CC3C(=O)NCCN3CC(C)(C)C)nc12 (stereo unspecified)
 : -16, x, 0.0, x, 0, -8, x, -36
COc1cccc2cc(C(=O)Nc3ccc(F)cc3)c(=Nc3ccc(C(=O)O)cc3)oc12
 : -12, 13, 0.1, 39, -2, 0, 2.4, -31
CC(=O)Nc1ccccc1NS(=O)(=O)c1ccc(Cl)cc1
 : x, 4, x, -3, x, 5, -0.8, x
CC(=O)N(C)C[C@@H]1Oc2cc(-c3ccncc3)ccc2S(=O)(=O)N([C@@H](C)CO)C[C@@H]1C
 : 4, 8, -0.3, 2, 2, 5, 0.4, -4
COc1ccc(-c2cnc3c(c2)C(=O)N([C@@H](C)CO)C[C@H](C)[C@@H](CN(C)C(=O)C2CCCCC2)O3)cc1
 : 9, 2, -1.3, -6, 3, x, 1.6, 8
CC(C)NC(=O)Nc1ccc2c(c1)CC(=O)N([C@@H](C)CO)C[C@H](C)[C@@H](CN(C)C(=O)Nc1cccc3ccccc13)O2
 : 8, 4, -1.3, -5, 4, x, x, 3
Cc1cc(C)c2nc(N3CCC(C(=O)NCCCN4CC(C)CC(C)C4)CC3)sc2c1 (stereo unspecified)
 : 4, x, 0.0, x, -19, -1, -0.2, 19
C=CCn1c(=O)c2ccccc2n2c(SCc3csc(-c4ccccc4)n3)nnc12
 : -5, 1, x, -3, -1, x, x, x
COc1ccc(/C=N/OCc2ccccc2C#N)c(OC)c1
 : 1, 3, 0.0, 82*, 6, -12, x, -134
COc1ccc(C(=O)Nc2ccc(N3CCN(C)CC3)cc2)cc1[N+](=O)[O-]
 : -8, x, -0.2, x, 3, x, x, 2
C[C@H]1CN([C@@H](C)CO)S(=O)(=O)c2ccc(-c3ccccc3)cc2O[C@H]1CN(C)C(=O)c1ccccc1F
 : x, x, 0.0, 15, x, 0, 0.4, 21
